GRK2 inh = inhibitors of human GRK2 displacing RNA aptamer; bead flow cytometry, FAM-aptamer displacement from GRK2; inhibition of aptamer binding, % at 10 µM; 330,000 tested, 0.59% active;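 active means inhibition of aptamer binding above 40%, roughly 3 SD of noise, on plates passing a quality check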;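 further: median bead fluorescence of bound FAM aptamer so fluorescent compounds give negative values; no value below 0 was filed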
Target sequence (P25098 whole entry, looked up): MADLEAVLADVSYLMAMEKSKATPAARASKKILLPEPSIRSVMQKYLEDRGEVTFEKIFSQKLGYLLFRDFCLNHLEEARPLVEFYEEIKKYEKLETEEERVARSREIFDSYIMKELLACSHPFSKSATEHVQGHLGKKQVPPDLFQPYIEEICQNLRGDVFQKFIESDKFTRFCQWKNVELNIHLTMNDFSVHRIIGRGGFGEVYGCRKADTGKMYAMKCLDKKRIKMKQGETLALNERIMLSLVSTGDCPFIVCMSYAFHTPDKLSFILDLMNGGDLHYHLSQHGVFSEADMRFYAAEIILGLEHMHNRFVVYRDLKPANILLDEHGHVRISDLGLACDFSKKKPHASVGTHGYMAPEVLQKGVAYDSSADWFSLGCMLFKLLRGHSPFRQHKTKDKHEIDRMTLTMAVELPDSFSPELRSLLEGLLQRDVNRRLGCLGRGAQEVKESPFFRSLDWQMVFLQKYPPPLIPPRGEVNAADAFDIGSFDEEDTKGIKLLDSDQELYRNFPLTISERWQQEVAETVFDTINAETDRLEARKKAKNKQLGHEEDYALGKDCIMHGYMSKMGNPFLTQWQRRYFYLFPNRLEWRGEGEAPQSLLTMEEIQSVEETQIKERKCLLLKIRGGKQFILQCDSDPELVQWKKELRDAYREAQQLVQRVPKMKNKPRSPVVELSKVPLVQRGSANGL
CIT2 TOR yeast = yeast TOR pathway CIT2-GFP modulation. S. cerevisiae CIT2-GFP strain, flow cytometry, 3 h; 100 means same as DMSO wells. GFP response vs DMSO, % at 10 µM. 320,000 tested, 0.065% active;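 active means GFP response relative to DMSO above a set limit, near the screen mean plus 3 SD, cut at about 150% in these data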;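 further: ratio of well median GFP fluorescence to mean of DMSO wells on the plate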
AGP1-GFP MLPCN = alters AGP1-GFP fluorescence in TOR pathway yeast screen | S. cerevisiae AGP1-GFP multiplex flow cytometry, 3 h; GFP as percent of DMSO wells | GFP response vs DMSO, % at 10 µM | 320,000 tested, 0.02% active | AID 2066;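 active means GFP response relative to DMSO above a set limit, near screen average plus 3 SD, cut at about 150% in these data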;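 further: median GFP channel fluorescence of the gated AGP1 strain per well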
Yeast superoxide = caloric restriction mimetics inhibiting age-related superoxide in yeast; S. cerevisiae aged cells, superoxide DHE fluorescence; hits give low values; superoxide response (% of plate mean), % at 10 µM; AID 2690; 330,000 tested, 0.18% active;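 active means superoxide response under a set limit, about three screen SD below normal, cut at about 65% in these data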;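 further: yeast aged for seven days with compound at 30 °C before DHE staining; 100% = average MFI of all compound-treated wells on the plate with controls excluded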
LAP4 TOR yeast = yeast TOR pathway LAP4-GFP modulation | S. cerevisiae LAP4-GFP multiplex, flow cytometry GFP, 3 h; median GFP as percent of DMSO wells | 320,000 tested, 0.34% active | GFP response vs DMSO, % at 10 µM;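 active means GFP response vs DMSO above a set limit, about the screen mean plus 3 SD, cut at about 150% in these data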
VLA-4 inh = inhibition in a human VLA-4 binding assay; inhibition, % (about 7 µM as worked out from the volumes in the protocol); P13612; VLA-4 expressing cells, ligand binding flow cytometry; AID 2557; 330,000 tested, 0.2% active; in the data active means inhibition above about 50%
MEP2 TOR yeast = modulators of TOR pathway MEP2-GFP in S. cerevisiae; S. cerevisiae MEP2-GFP strain, flow cytometry GFP, 3 h; 100% = DMSO control level; GFP response vs DMSO, % at 10 µM; 330,000 tested, 0.51% active;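 active means GFP response versus DMSO above a set limit, roughly screen mean plus 3 SD, cut at about 180% in these data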;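 further: median GFP fluorescence of the barcode-gated MEP2-GFP cells per well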
RPL19A-GFP yeast = modulators of TOR pathway RPL19A-GFP in S. cerevisiae. S. cerevisiae RPL19A-GFP strain, flow cytometry, 3 h; hits give low values. percent response vs DMSO, % at 10 µM. 330,000 tested, 0.3% active;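 active means percent response vs DMSO below 50%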;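 further: median channel GFP fluorescence of the barcoded RPL19A-GFP strain; ratio of sample median GFP to plate DMSO average so 100% = DMSO; lower means less RPL19A-GFP as with rapamycin TOR inhibition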
Numbers without * were called inactive; x = not tested or not shown.

cpd	SMILES	GRK2 inh	CIT2 TOR yeast	AGP1-GFP MLPCN	Yeast superoxide
1	CCCOC(=O)C1=C(C)NC2=C(C(=O)CC(C)(C)C2)C1c1cccnc1 (stereo unspecified)	2.0	106.9	95.7	101.1
2	CCn1c(/C=C/c2ccccc2)nc2ccccc21	0.0	94.8	97.8	83.0
3	Cc1cc(S(=O)(=O)NC2CCCC2)ccc1-n1cnnn1	1.0	99.3	102.8	85.8
4	C/C(=N\NC(=O)c1ccc(O)cc1)c1ccc(N2CCOCC2)cc1	0.0	88.2	83.6	97.9
5	O=C(N/N=C/c1cc([N+](=O)[O-])ccc1O)c1ccc(COc2ccc3c(c2)CCC3)o1	0.0	85.0	94.7	92.2
6	O=C(NNC(=O)c1c(F)cccc1F)c1ccccc1OC(F)(F)F	2.0	88.1	94.5	90.1
7	Cc1cccc(C)c1NC(=O)COc1ccccc1C(=O)Nc1ccc(Br)cn1	0.0	107.1	105.0	115.3
8	CCOc1ccc(S(=O)(=O)N2CCN(C(=O)c3cc(-c4ccccc4)nn3-c3ccccc3)CC2)cc1	1.0	104.2	106.2	99.3
9	Cc1cc(C)n(C2CC(=O)N(c3cc(Cl)cc(Cl)c3)C2=O)n1 (stereo unspecified)	0.0	111.1	116.2	93.8
10	CN(C)C(=O)c1cccn(Cc2cccc(C(F)(F)F)c2)c1=O	3.0	92.5	100.4	103.2

cpd	LAP4 TOR yeast	VLA-4 inh	MEP2 TOR yeast	RPL19A-GFP yeast
1	93.1	1.4	106.7	100.8
2	115.5	7.3	100.6	94.7
3	87.3	-14.0	106.8	102.7
4	85.6	0.3	88.3	82.0
5	81.6	21.5	103.4	114.0
6	94.8	-4.7	90.2	94.4
7	98.2	-11.4	99.4	106.7
8	113.2	-3.9	96.0	100.4
9	102.0	-0.2	94.2	94.3
10	107.2	3.5	97.2	96.5

More results follow.
cpd	SMILES	GRK2 inh	CIT2 TOR yeast	AGP1-GFP MLPCN	Yeast superoxide
11	Cc1ccc(SCC(=O)OC(C)C(=O)NC2CCCCC2C)c(C)c1 (stereo unspecified)	4.0	85.0	91.6	117.8
12	CCN(CC)CC(=O)Nc1nn(-c2ccccc2)nc1C(N)=O	5.0	100.5	96.9	108.8
13	COc1cc(CN2CCN(c3cccc(C)c3C)CC2)cc(Br)c1O	0.0	100.5	108.5	115.1
14	COCc1nnc(SCC(=O)NCc2ccccc2)n1-c1ccccc1	1.0	77.5	93.4	94.4
15	O=[N+]([O-])c1ccc(S(=O)(=O)NCCc2ccncc2)cc1	1.0	89.6	98.2	127.5
16	Cc1ccc(CN2CCSc3sccc3C2=O)cc1	3.0	46.2	90.6	82.8
17	COC(=O)c1ccc(NC(=O)Cn2c(-c3nonc3N)nc3ccccc32)cc1	2.0	87.8	90.8	136.9
18	O=C(CN1C2=NCCN2c2ccccc21)c1ccc2c(c1)OCO2	2.0	x	90.2	95.5
19	COc1cc(Cl)c(C)cc1NC(=O)COc1cc(C)nc(C(C)C)n1	3.0	92.2	104.6	165.2
20	Nc1ncnc2c1ncn2[C@@H]1O[C@H](CNCc2ccccc2OCC(=O)N2CCCCC2)[C@@H](O)[C@H]1O	2.0	96.4	97.3	79.5

cpd	LAP4 TOR yeast	VLA-4 inh	MEP2 TOR yeast	RPL19A-GFP yeast
11	95.8	2.2	95.7	97.0
12	99.4	5.8	100.0	98.3
13	108.8	4.6	107.4	102.3
14	80.0	3.2	97.9	113.2
15	104.4	-27.8	102.1	98.0
16	201.8*	-14.1	85.3	93.3
17	92.4	11.1	84.3	89.7
18	89.8	4.4	95.1	94.4
19	101.6	7.0	102.7	99.5
20	101.2	-15.4	95.9	95.4

Next part:
cpd	SMILES	GRK2 inh	CIT2 TOR yeast	AGP1-GFP MLPCN	Yeast superoxide
21	COc1ccc(OC)c(N/C(C)=C/C(=O)c2ccncc2)c1	0.0	99.2	95.6	105.6
22	CCC(C)C(NC(=O)c1ccccc1NC(=O)c1ccccc1)C(=O)N1CCOCC1 (stereo unspecified)	3.0	102.7	97.3	109.1
23	COCCCNC(=O)CC(C)c1ccccc1 (stereo unspecified)	1.0	99.1	98.0	94.4
24	Cc1cc(Cl)c(S(=O)(=O)NCC2CCCO2)cc1OCC(N)=O (stereo unspecified)	0.0	99.6	111.0	99.8
25	O=C(NC1CCCC1)C(c1ccncc1)N(C(=O)c1csnn1)c1cccc(Cl)c1 (stereo unspecified)	0.0	102.5	102.4	117.2
26	COc1cc(/C=C2\SC(=S)N(NC(=O)c3cccnc3)C2=O)ccc1O	6.0	108.1	108.3	74.2
27	CCC1=C2CC[C@H]3C(=O)N(C)C(=O)[C@H]3[C@H]2[C@@]2(Cc3ccccc3)C(=NCC(=O)OC)OC(=O)N2C1=O	4.0	106.3	108.7	98.3
28	O=C(O)c1ccccc1OCc1nc2ccccc2s1	1.0	71.9	16.3	103.0
29	CC(=O)Nc1cccc(C(=O)OCC(=O)NCc2ccc(F)cc2)c1	2.0	90.0	109.2	97.8
30	CCNC(=O)COc1ccc(-c2ccccc2)cc1	0.0	86.8	95.2	109.2

cpd	LAP4 TOR yeast	VLA-4 inh	MEP2 TOR yeast	RPL19A-GFP yeast
21	98.5	-3.0	99.5	97.3
22	93.3	15.0	104.0	101.4
23	88.7	12.5	103.4	104.3
24	109.1	0.8	111.0	105.8
25	92.2	11.6	101.8	100.7
26	102.1	-241.2	100.0	100.6
27	98.4	-2.7	103.0	101.6
28	90.8	-17.2	97.0	96.0
29	104.4	-23.4	86.3	94.0
30	111.3	5.4	98.9	96.7

Next results
cpd	SMILES	GRK2 inh	CIT2 TOR yeast	AGP1-GFP MLPCN	Yeast superoxide
31	COc1ccccc1N1CCN(C2CCCN(C(=O)c3cc(C)oc3C)C2)CC1 (stereo unspecified)	2.0	110.8	101.3	89.3
32	Cc1cc(C)c(Cn2c(=O)n(CCCC(=O)NCc3ccco3)c(=O)c3sccc32)c(C)c1	0.0	94.4	94.0	103.5
33	Cc1cc(Cl)ccc1NC(=O)CN1CCCC1	0.0	96.7	94.9	106.4
34	CN1CCN(C(=S)C(=O)Nc2ccc(Br)cc2)CC1	2.0	109.2	119.1	102.0
35	Cc1nc(SCc2nc3ccc(C(=O)c4ccccc4)cc3[nH]2)c2oc3ccccc3c2n1	0.0	93.9	108.7	126.7
36	COc1cc(/C=N/n2nnnc2N)ccc1OCC#N	0.0	87.0	121.2	82.4
37	OCCC1CN(Cc2cccn2-c2ncccn2)CCN1CCc1ccccc1 (stereo unspecified)	5.0	98.6	108.2	100.0
38	Cn1cccc1C(=O)NNC(=O)COc1ccc(Br)cc1	1.0	99.5	118.5	84.9
39	Nc1nonc1NN=C1CCCCC1	0.0	108.9	124.0	89.3
40	Cc1ccc(C(=O)CN2C(=O)NC3(CCc4ccccc43)C2=O)c(C)c1 (stereo unspecified)	1.0	101.0	114.4	98.2

cpd	LAP4 TOR yeast	VLA-4 inh	MEP2 TOR yeast	RPL19A-GFP yeast
31	86.4	6.2	110.6	109.0
32	94.6	6.3	104.8	100.9
33	90.0	-0.8	92.2	93.8
34	112.6	4.0	111.0	103.7
35	127.3	13.3	100.0	98.4
36	69.3	0.0	85.2	92.8
37	109.3	9.8	111.7	98.4
38	113.7	-14.3	103.2	105.9
39	122.2	-4.2	105.4	106.2
40	116.7	4.0	102.7	107.7

New compounds follow.
cpd	SMILES	GRK2 inh	CIT2 TOR yeast	AGP1-GFP MLPCN	Yeast superoxide
41	CCN(CC(=O)Nc1ccc(NC(C)=O)cc1)C(=O)/C=C/c1cn(-c2ccccc2)nc1-c1cccs1	0.0	102.2	107.0	87.7
42	COc1ccccc1NC(=O)C1(C)Cc2ccccc2C(=O)O1 (stereo unspecified)	2.0	96.4	95.7	126.1
43	CC(=O)Nc1ccc(C(=O)OCC(=O)Nc2ccc([N+](=O)[O-])cc2C(F)(F)F)cc1	6.0	104.1	101.9	105.7
44	CCN1C(=O)CC(c2ccco2)Sc2ccccc21 (stereo unspecified)	2.0	99.6	92.6	122.7
45	Cc1nn(CC(=O)Nc2ccc3c(c2)OCCO3)c(C)c1[N+](=O)[O-]	16.0	90.3	95.3	128.2
46	COc1ccc(CCN2C(=O)CSC2=Nc2ccc(C(C)C)cc2)cc1OC	3.0	117.1	111.0	97.8
47	Cc1ccc(S(=O)(=O)Oc2ccccc2/C=N/NC(N)=S)cc1	12.0	111.0	100.5	87.0
48	COc1ccccc1N(CC1CO1)S(=O)(=O)c1ccc(C)cc1 (stereo unspecified)	0.0	104.6	103.2	103.1
49	O=C(Nc1nc2cc3c(cc2s1)OCO3)C1CCCCC1	3.0	85.0	94.1	102.9
50	Cc1ccc(NCc2nc3ccccc3n2C)cc1	8.0	99.3	104.4	99.2

cpd	LAP4 TOR yeast	VLA-4 inh	MEP2 TOR yeast	RPL19A-GFP yeast
41	111.3	-12.7	106.2	100.7
42	100.9	0.3	95.5	97.6
43	102.9	9.7	99.8	101.2
44	98.2	3.1	106.3	100.2
45	101.4	16.8	95.1	95.8
46	105.9	3.2	92.4	96.5
47	100.2	-4.2	108.1	100.5
48	93.5	-3.1	104.5	105.3
49	111.5	-7.5	95.6	95.0
50	105.0	27.8	100.5	97.0

Structures listed so far that contain two or more sulfur atoms, in the order listed:
cpd	SMILES	GRK2 inh	CIT2 TOR yeast	AGP1-GFP MLPCN	Yeast superoxide
16	Cc1ccc(CN2CCSc3sccc3C2=O)cc1	3.0	46.2	90.6	82.8
26	COc1cc(/C=C2\SC(=S)N(NC(=O)c3cccnc3)C2=O)ccc1O	6.0	108.1	108.3	74.2
47	Cc1ccc(S(=O)(=O)Oc2ccccc2/C=N/NC(N)=S)cc1	12.0	111.0	100.5	87.0

cpd	LAP4 TOR yeast	VLA-4 inh	MEP2 TOR yeast	RPL19A-GFP yeast
16	201.8*	-14.1	85.3	93.3
26	102.1	-241.2	100.0	100.6
47	100.2	-4.2	108.1	100.5

Additional compounds follow:
cpd	SMILES	GRK2 inh	CIT2 TOR yeast	AGP1-GFP MLPCN	Yeast superoxide
51	Cc1cc(C(=O)OCC(=O)c2ccc3c(c2)NC(=O)CO3)c2ccccc2n1	2.0	94.7	100.7	115.8
52	C/C(=N\NC(=S)NC1CCCCC1)c1ccc(Cl)c(Cl)c1	0.0	103.0	89.6	96.9
53	CC(C)C[C@@H](CO)N1CCN(Cc2ccc([N+](=O)[O-])cc2)CCC1=O	2.0	67.5	75.9	103.7
54	COc1ccc(C2(c3ccc(OC)cc3)NC(=O)N(CC(=O)NC(C)C)C2=O)cc1	1.0	96.2	96.1	97.6

cpd	LAP4 TOR yeast	VLA-4 inh	MEP2 TOR yeast	RPL19A-GFP yeast
51	105.6	-3.1	104.9	98.0
52	92.2	9.4	109.0	97.8
53	133.8	15.3	95.5	99.3
54	94.4	-7.3	98.4	99.8

Bioassay records: PubChem BioAssay, NMMLSC
